Screens as filed in PubChem.
Luc counter: Kinase-Glo luciferase inhibition (counter-screen); Q27757; Kinase-Glo luciferase, ATP luminescence, 8 min; Potency, µM (series often up to 38.3 µM), without a hit: top-dose activity change, negative = inhibition, hits mostly inhibitors; 200,000 compounds, 0.28% hits; note: potency is the fitted concentration of half-maximal effect; % is set by controls: 0 for no effect and ±100 for the full control effect; nearly all actives have a fitted effect of over 60% in size
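Luminescence was the read-out, taken after 8-minute incubation at ambient temperature. Luciferase turned over luciferin with 10 uM ATP in imidazole pH 7.2 buffer containing KCl, MgCl2, Tween 20 and BSA.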
IMPase Li cell: membrane-permeable IMPase blocker, potentiated with lithium. 210,000 compounds, 0.35% hits. CHO-M1 cells, IP1 TR-FRET (IP-One), carbachol + lithium. Potency, µM (titrated, usually from 59.4 µM), for inactives: top-dose activity, negative = IMPase inhibition, hits mostly inhibitors;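 note: IP1 builds up when IMPase is blocked and the TR-FRET signal falls; potency is the fitted concentration of half-maximal effect; plate controls were basal vehicle for no effect and high inhibitor control for full effect; nearly all actives have a fitted effect of over 50% in size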
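Steps: plate 2000 CHO-M1 cells per well and culture 16–30 h; add compound and lithium; incubate 30 min, 37C; add d2-IP1 tracer and Eu cryptate anti-IP1 antibody in lysis buffer; read after 10 min at room temperature.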
SMN2 splice enh: SMN2 splice variant enhancement | Potency, µM (highest dose often 46.1 µM), for the others: at the top dose activity change, positive = activation, most hits filed as activators | AID 1458 | 210,000 compounds, 2.8% hits | HEK293 SMN2-luciferase splicing reporter, luminescence, 30-36 h; note: potency is the fitted concentration of half-maximal effect; % of control where 0% means no effect; nearly all actives have a fitted effect of over 55% in size
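qHTS luciferase splicing reporter: luminescence rises when SMN2 exon 7 is included in transfected HEK293 cells. Compound exposure lasted 30-36 h at 37C, with 4.5 mM final sodium butyrate as control, followed by a ONE-Glo read.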
LMNA splice mod: changes lamin A minigene splicing in HeLa cells. Potency, µM (series often up to 46.1 µM), for inactives: top-dose ratio change, negative = inhibition, actives largely listed as inhibitors. 200,000 compounds, 0.01% hits. HeLa LMNA splicing GFP/RFP minigene ratio, 48 h; active = well fitted inhibition curve with a large enough effect in the signal ratio, with a control signal flat, not every such curve was filed as active; inconclusive = small, poorly fitted or top-dose-only effect, or effect the other way, or a change in a side signal; the % refers to the signal ratio; note: potency is the fitted concentration of half-maximal effect; % is set by controls: 0 for no effect and ±100 for the full control effect
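S3 HeLa stable clones carrying a lamin A-EGFP splicing minigene plus DsRed2 were seeded at 600 cells/well in Opti-MEM with 2% FBS, pin-dosed and incubated 48 h at 37°C. Acumen cytometry (488 nm) gave the GFP/RFP total-intensity ratio.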
HTT aggregate: reduces HttQ103-GFP aggregates in PC12 cells; PC12 HttQ103-GFP aggregates, Acumen cytometry, 40 h; 220,000 compounds, 1.1% hits; Potency, µM (series often up to 46.1 µM), for inactives: top-dose activity change, negative = inhibition, hits mostly inhibitors; note: potency is the fitted concentration of half-maximal effect; % is set by controls: 0 for no effect and ±100 for the full control effect; nearly all actives have a fitted effect of over 60% in size
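PC12 cells stably carrying ecdysone-inducible HTT exon 1 Q103–GFP were induced with tebufenozide (100 nM final) and treated with library compounds in titration. GFP aggregates in lysates were counted by laser scanning cytometry.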
HTT cytoprotect: protects HTT-Q103 PC12 cells, measured by ATP | PC12 HTT-Q103 induced, cytoprotection, ATP luminescence, 40 h | Potency, µM (doses to about 56.4 µM), for the others: cytoprotection (ATP increase), hits mostly activators | 230,000 compounds, 0.14% hits | AID 1471;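 note: potency is the fitted concentration of half-maximal effect; % of control where 0% means no effect; nearly all actives have a fitted effect of over 45% in size; toxic huntingtin expression switched on by the ecdysone agonist tebufenozide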
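Compounds added alongside 100 nM tebufenozide, which induces toxic Q103 huntingtin exon 1-GFP in stable PC12 cells; surviving cells quantified by luminescent ATP measurement. Medium: phenol red-free DMEM, 5% equine and 5% calf serum.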
CBFb-RUNX1 inh: blocks binding between human CBF-beta and RUNX1. Q01196+Q13951. AlphaScreen CBFb-His/RUNX1-biotin binding, biochemical. Potency, µM (titrated, usually from 59.8 µM), for the others: at the top dose activity, negative = inhibition, most hits filed as inhibitors. 230,000 tested, under 10 active. AID 1477; note: % of control where 0% means no effect
Target sequence (Q01196 whole entry, looked up): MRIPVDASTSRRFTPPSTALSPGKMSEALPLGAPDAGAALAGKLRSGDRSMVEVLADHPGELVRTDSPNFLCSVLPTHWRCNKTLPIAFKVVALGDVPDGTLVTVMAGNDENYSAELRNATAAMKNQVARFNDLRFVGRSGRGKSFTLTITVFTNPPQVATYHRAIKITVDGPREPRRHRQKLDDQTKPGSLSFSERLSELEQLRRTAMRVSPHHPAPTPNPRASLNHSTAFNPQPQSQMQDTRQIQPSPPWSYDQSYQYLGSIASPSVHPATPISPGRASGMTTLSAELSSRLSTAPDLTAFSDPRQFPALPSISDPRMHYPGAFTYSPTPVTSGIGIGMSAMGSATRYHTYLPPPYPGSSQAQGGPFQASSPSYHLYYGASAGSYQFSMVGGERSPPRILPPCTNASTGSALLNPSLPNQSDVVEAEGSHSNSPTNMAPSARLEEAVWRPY
Target sequence (Q13951 whole entry, looked up): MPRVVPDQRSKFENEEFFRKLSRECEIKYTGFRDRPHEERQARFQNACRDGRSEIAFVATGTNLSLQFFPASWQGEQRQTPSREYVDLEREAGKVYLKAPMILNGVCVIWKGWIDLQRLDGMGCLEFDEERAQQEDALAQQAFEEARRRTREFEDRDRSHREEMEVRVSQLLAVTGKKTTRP
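His-tagged CBF-beta and biotinylated RUNX1 (30 nM each) were premixed 20 min at room temperature, exposed to compound for 15 min, then given nickel-chelate and streptavidin AlphaScreen beads (50 ng each). After 90 min, AlphaScreen signal was read.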
* = called active by the depositor; ? = inconclusive; / = not tested or not shown; [ ] = dose if it differs, or a comment. Unless noted, calls come from the whole dose curve; as a rule, active = well fitted curve in the direction sought with a large enough effect; inconclusive = small, poorly fitted or top-dose-only effect, or another doubt; inactive = no such curve, though single readings can be large; an effect the other way counts as inactive or inconclusive. No enrichment for hits; any-hit rate near 4%.

SMILES	Luc counter	IMPase Li cell	SMN2 splice enh	LMNA splice mod	HTT aggregate	HTT cytoprotect	CBFb-RUNX1 inh
CCOC(=O)Nc1ccc2c(c1)N(C(=O)C(C)N1CCCC1)c1ccccc1CC2 (centres undefined)	-2%	24%[38.3 µM]	-35%	2%	13%	7%[10 µM]	2%
COCCCNC(=S)N(Cc1ccccc1)Cc1nc2ccccc2c(=O)[nH]1	2%	4%	0%	-4%	0%	13%[10 µM]	0%
CCN(CC)c1nc(-c2ccccc2)ncc1S(=O)(=O)c1ccc(C)cc1	/	9%	/	/	-3%[9.22 µM]	6%[10 µM]	?
CCOc1ccccc1NC(=O)C1CCCN(S(=O)(=O)c2cccc3nsnc23)C1 (centres undefined)	0%	7%[38.3 µM]	-35%[inhibitor]	?	-4%	-125%[inhibitor]	14%
CC(Oc1ccc(Cl)cc1)C(=O)Nc1ncccn1 (centres undefined)	-2%	3%[38.3 µM]	-1%	10%	4%	-21%[10 µM]	-2%
Cc1cccn2cc(CCNC(=O)c3ccc(Br)o3)nc12	1%	18%[38.3 µM]	10%	-5%	?	-5%	7%
CCOC(=O)c1ccc(NC(=O)c2cnccn2)cc1	-2%	0%[38.3 µM]	?	1%	-9%	-1%	7%
CCc1ccc(NC(=O)C(C)OC(=O)CCC(=O)c2cccs2)cc1 (centres undefined)	2%	-1%	-2%	3%	-3%	-1%[10 µM]	11%
CC(NC(=O)Cn1ncc(Cl)c(Cl)c1=O)C12CC3CC(CC(C3)C1)C2 (centres undefined)	1%	5%	-98%[inhibitor]	-22%	?	-4%[10 µM]	3%
CCOC(=O)C(NC(=O)Nc1ccc(F)cc1F)(Oc1ccc(F)cc1)C(F)(F)F (centres undefined)	-1%	-3%	3%	1%	-10%	13%[10 µM]	-3%
CCN(CC)CCN1CCn2c3c(c4cc(C)ccc42)CCCC31 (centres undefined)	-1%	14%	-75%	?	6%	/	1%
CCOc1ccc(Nc2nc(N)c([N+](=O)[O-])c(NCc3ccccc3)n2)cc1	/	/	/	/	10%[9.22 µM]	24%[10 µM]	-15%
Cc1ccc2occ(/C=N/NC(=O)[C@@H](N)Cc3ccccc3)c(=O)c2c1	/	/	/	/	-9%[9.22 µM]	19%[10 µM]	7%
COc1ccc(-c2nnc(SCC(=O)Nc3cc(C)on3)n2C)cc1OC	-3%	-5%	-16%	-8%	7%	-3%[10 µM]	6%
COc1cc(/C=C2\SC(c3ccccc3)=NC2=O)cc(Cl)c1O	?	50%[activator]	-11%	/	1%[9.22 µM]	25%	0%
CN(Cc1cnn(C)c1)Cc1nc(C(c2ccccc2)c2ccccc2)no1	/	/	/	/	-12%	-11%	1%
CN(C)CCCC(=O)c1ccc2c(c1)OCO2	-3%	5%[38.3 µM]	1%	-10%	-1%	-10%	2%
CCCC(=O)Nc1cc(C)c(NC(=O)c2cccs2)cn1	1%	5%	3%	-7%[46 µM]	-5%	22%[10 µM]	2%
c1ccc(-n2nnnc2NCCCN2CCOCC2)cc1	19%	22%[38.3 µM]	5%	-2%	18%	11%	1%
O=C(Nc1nc2n(n1)C(c1ccccc1)C=C(c1ccccc1)N2)c1ccco1 (centres undefined)	0%	-5%[38.3 µM]	-4%	-13%	21%	-13%	6%
CC1=NN(c2ccccc2)C(=O)/C1=C\c1c(C)[nH]n(-c2ccccc2)c1=O	-2%	8%[38.3 µM]	-22%	18%	6%	-1%	5%
O=C(Nc1cccc(Cl)c1)C1=Cc2cc(Cl)ccc2OC1	-3%	33%[activator][38.3 µM]	-4%	?	-12%	22%	14%
COc1ccc(CCN(Cc2cc3cc(C)c(C)cc3nc2Cl)C(=O)C2CC2)cc1	1%	17%[38.3 µM]	-32%[inhibitor]	?	20%	-7%	-1%
CCN(CC)CCCNc1oc(-c2ccc(OC)c(OC)c2)nc1C#N	-9%	?	6%	5%	17%	0%[0.074 µM]	1%
Cc1ccc(-c2nnc(Nc3ccc4c(c3)OCO4)c3ccccc23)cc1S(N)(=O)=O	1%	2%	-26%	4%	9%	26%[10 µM]	-11%
Carrying on.
SMILES	Luc counter	IMPase Li cell	SMN2 splice enh	LMNA splice mod	HTT aggregate	HTT cytoprotect	CBFb-RUNX1 inh
Cc1cnccc1CN(C)Cc1cn(C)nc1-c1cccc(Cl)c1	-3%	10%	/	?	8%[9.22 µM]	15%[10 µM]	4%
CCOC(=O)c1ccc(N2Cc3ccccc3C2=NC(=O)c2cccs2)cc1	-2%	27%	14%	1%	-5%	25%[10 µM]	-3%
CCSc1nnc(NC(=O)c2cccc(OCc3c(C)noc3C)c2)s1	-2%	-1%[38.3 µM]	-22%	?	-17%	-19%[10 µM]	1%
COc1ccc(NS(=O)(=O)c2cc(NC(=O)Cn3cnc4c3c(=O)n(C)c(=O)n4C)ccc2C)cc1	-2%	10%	4%	0%[46 µM]	-8%	11%[10 µM]	-2%
COC(=O)c1cn(C(=O)c2ccc(Cl)cc2)c2ccccc12	/	/	/	10%[46 µM]	4%[9.22 µM]	2%[10 µM]	0%
CC(C)Sc1nc(N)c2c3c(sc2n1)CN(C)CC3	1%	3%[38.3 µM]	11µM*	-11%	5%	14%	2%
Cc1ccc(SCc2c(C(=O)N/N=C/c3ccccc3)nnn2-c2nonc2N)cc1	/	/	/	/	20%[9.22 µM]	11%[10 µM]	0%
C#CCOCCOCCOCCNc1nc(N2CCN(C(=O)[C@H](CCCCN)n3cc(C(N)CO)nn3)CC2)nc(N2CCN(C(=O)[C@H](CCC(=O)O)n3cc(C(N)Cc4ccc(O)cc4)nn3)CC2)n1 (some centres undefined)	/	/	/	/	19%[9.22 µM]	10%[10 µM]	4%
CC(C)n1c(CN2CCN(Cc3ccccc3)CC2)nc2ccccc21	/	/	/	/	17%[9.22 µM]	7%[10 µM]	-4%
O=C(c1csnn1)N1CCC2(CC1)CN(c1ccncc1)C2	-1%	12%	-21%	/	/	?	/
Cc1ccc(C(=O)NC(=O)CSc2ncccc2C(=O)O)cc1	/	3%	/	/	10%	-51%[inhibitor]	4%
CCCn1c(CCc2ccccc2)n[nH]c1=S	-6%	11%	/	30%[46 µM]	14%[9.22 µM]	21%[10 µM]	4%
CCc1nnc(NC(=O)c2ccc(S(=O)(=O)N3CCN(Cc4ccccc4)CC3)cc2)s1	3%	2%[38.3 µM]	-12%	?	0%	-13%	-1%
CCCN(c1ccc(OCC)cc1)c1ncnc2nc[nH]c12	3%	28%[38.3 µM]	-8%	-11%	11µM*	6%[10 µM]	12%
COc1cccc(N2C(=O)CC(c3c[nH]c4ccccc34)C2=O)c1 (centres undefined)	2%	21%[38.3 µM]	26%	?	?	8%	-6%
COC(=O)c1onc(-c2c(OC)cc(OC)cc2OC)c1C(=O)OC	2%	-7%	16%	-1%	5%	24%[10 µM]	6%
Cc1ccc(S(=O)(=O)NC(C)(C)CSc2ccccn2)cc1	-1%	2%	-7%	?	9%	33%[10 µM]	14%
COc1cc(C2NC(=S)NC(O)(C(F)(F)F)C2C(=O)c2cccs2)cc(OC)c1O (centres undefined)	-3%	-10%	/	5%	0%	/	0%
CCOc1ccc(N2C(=O)CC(SC(=NC)Nc3ccc4c(c3)OCO4)C2=O)cc1 (centres undefined)	3%	15%[38.3 µM]	17%	5%	8%	7%	1%
O=S(=O)(/N=C(/Sc1ccccc1)c1ccccc1)c1ccccc1	-4%	28%[38.3 µM]	-8%	14%	9%	-11%	-2%
CCN1C/C(=C/c2ccc(N3CCOCC3)cc2)C(=O)/C(=C/c2ccc(N3CCOCC3)cc2)C1	/	/	/	?	29%	-2%[10 µM]	-6%
O=C(NCCn1cc(SCc2ccccc2)c2ccccc21)c1c(F)cccc1F	-1%	9%	-34%[inhibitor]	?	-29%	/	-1%[2.36 µM]
COC/C=C/C1=CC2=CC(=O)C(C)(O)C(=O)C2=CO1 (centres undefined)	-5%	-1%	-3%	/	/	-38%[inhibitor]	1%
CC(C)S(=O)(=O)N1CCN(c2ccnc3cc(Cl)ccc23)CC1	/	/	/	/	-5%[9.22 µM]	9%[10 µM]	9%
CC1(C)S[C@@H]2[C@H](NC(=O)[C@@H](N)c3ccccc3)C(=O)N2[C@H]1C(=O)O[C@H]1OC(=O)c2ccccc21	2%[17.1 µM]	7%	-13%[20.6 µM]	?	1%[20.6 µM]	-39%[inhibitor][17.1 µM]	7%[21.7 µM]
Later entries:
SMILES	Luc counter	IMPase Li cell	SMN2 splice enh	LMNA splice mod	HTT aggregate	HTT cytoprotect	CBFb-RUNX1 inh
CC1=C(C(=O)NC(C)C)C2(CCC(C)CC2)OC1=O (centres undefined)	0%	1%	8%	-3%	-2%	-1%	1%
O=C(NNc1cc(Cl)ccc1Cl)c1cccnc1Cl	-3%	3%	-8%	?	10%	-3%[10 µM]	1%
O=C(CN(C(=O)Cn1nnc(-c2ccccc2F)n1)c1cccc2c1CCCC2)NCc1ccccc1	4%	23%[38.3 µM]	9%	-10%	0%	9%[10 µM]	10%
N#Cc1c(-c2ccc(Cl)cc2Cl)nc2n(c1=O)CCS2	6%	-22%[38.3 µM]	-8%	9%	-8%[9.22 µM]	23%	1%
CCOC(=O)c1c(C)[nH]c(C(=O)COC(=O)CN2C(=O)C3CCCCC3C2=O)c1C (centres undefined)	-10%	-16%[38.3 µM]	-15%	-5%	10%	-13%	-3%
COc1ccc(C2C(C#N)=C(N)OC3=C2C(=O)CCC3)cc1Cn1nc(C)c([N+](=O)[O-])c1C (centres undefined)	3%	25%[38.3 µM]	4%	-7%	4%	22%[10 µM]	-2%
O=C(OCc1cccs1)c1ccccc1NS(=O)(=O)c1ccc2c(c1)OCCO2	0%	21%[38.3 µM]	-20%	?	-12%	-13%[10 µM]	16%
O=C(CCCN1C(=O)c2ccccc2C1=O)Nc1ccccc1	/	/	/	/	-5%[9.22 µM]	-1%[10 µM]	9%
CCCc1cc(-c2n[nH]c(=S)n2CC)cs1	2%	-1%	22%	/	-23%	-70%[inhibitor]	1%
Cc1nnc(SCc2cc(=O)[nH]c(=S)[nH]2)s1	5%	-3%	?	10%[46 µM]	-3%[9.22 µM]	14%[10 µM]	6%
COc1ccc(C(CC(=O)N2CCCCC2)C(C)C)cc1 (centres undefined)	/	/	/	/	2%[9.22 µM]	-7%[10 µM]	1%
O=C(NNC(=O)c1cccc(Br)c1)Nc1ccc(Cl)cc1	0%	3%	10%	17%[46 µM]	26%	-18%	1%
